Growth percent in the NCI-60 one-dose screen (48 h, 10 µM unless noted): 100 = growth as untreated, 0 = no growth, -100 = all killed.
HL-60(TB) – HL-60(TB) leukemia cells; actives 9% (n = 78,000); active means growth percent below 10
* marks the source's active call; other numbers are inactive results; & = joins results of further samples; ! = not active in a repeat; [ ] = another dose, or the depositor's remark. Some of the compounds tested; count on the stated rates, not on these rows.

SMILES	HL-60(TB)
O=C1Nc2cc(Cl)ccc2/C1=C\c1c(-c2ccc(F)cc2)nc2ccccn12	-46.0*
Nc1ccc2oc(-c3ccc(F)cc3Cl)nc2c1	93.0
COc1ccccc1N(C(C)=O)C1=C(Cl)C(=O)c2ccccc2C1=O	-27.5*
Cc1cc(-c2ccccc2)nc2ccccc12	90.8
O=C(Nc1cc(F)ccc1C1=NCC(CO)O1)c1ccccc1 (stereo unspecified)	88.9
COc1cc2c(cc1OC)CNCC2	91.0
COc1ccc(/C=C2\C(=O)N(c3nc(-c4c(O)cc(C)oc4=O)cs3)N=C2C)cc1	96.9
CN(Cc1cc(Cl)cc(Cl)c1O)Cc1cc(Cl)cc(Cl)c1O	53.1
O=C1CCCCC1c1ccccc1 (stereo unspecified)	37.4
CCCCNC(=O)c1ccc(OCC)cc1	99.5
CCOC(=O)Nc1cc(Cl)c([N+](=O)[O-])c(NC(=O)OCC)n1	38.2
CCCCCS(=O)(=O)Nc1ccc(C(=O)O)cc1	101.2
Cc1cc(C(=O)CC(=O)C(F)(F)C(F)(F)C(F)(F)F)c(C)o1	114.1
CC(=O)C1CCC2C(CCC3=CC(=O)CCC32)C1 (stereo unspecified)	94.2
Nc1c(C(=O)N2c3ccccc3Sc3ccccc32)sc2nc3c(cc12)CCCCCC3	84.2
C=C1C/C(=C/C)C(=O)O[C@@H]2CCN3CC=C(COC(=O)[C@]1(C)O)[C@H]23	91.9
Nc1ncnc(N)c1NC(=O)c1ccc(OCc2ccccc2)cc1	108.3
O=C(/C=C/c1ccc(-c2ccccc2)cc1)c1ccccc1	102.4&98.1
O=C1c2ccccc2C(=O)c2c1c(C(=O)c1ccccc1)c1ccccn21	78.5
Nc1nc(Nc2ccccc2SSc2ccccc2Nc2nc(N)nc(-c3cccc(Cl)c3)n2)nc(-c2cccc(Cl)c2)n1	99.3
CCOC(=O)C(Nc1ccc(F)cc1)c1ccc(N)cc1 (stereo unspecified)	85.2
O=C1C=CC(=Nc2ccccc2)O1	99.8
CC1(C)CC(=O)C2=C(C1)N(c1ccc(F)cc1F)C(N)=C(C#N)C2c1ccc(F)c(Br)c1 (stereo unspecified)	102.4
Cc1ccc2[nH]c3ccccc3c2c1	99.7
O=c1oc2c(cnc3ccccc32)cc1-c1ccsc1	96.7
Fc1ccc(NCc2nnc(-c3ccc(Cl)cc3)o2)cc1	69.5
O=C(CCCOc1ccc(Cl)cc1Cl)Nc1ncc(Cc2cccc(Cl)c2Cl)s1	99.2
N#Cc1ccc(-c2ccc(-c3cccs3)o2)cc1F	89.3
c1cc[n+](C2c3ccccc3C([n+]3ccccc3)c3ccccc32)cc1 (stereo unspecified)	88.3
O=C(O)COc1cccc(C(=O)/C=C/c2ccc3c(c2)OCO3)c1	95.1
CN(C)CCn1cc(-c2ccc3c(Nc4ccc(CC(=O)Nc5cccc(F)c5)cc4)ncnc3c2)cn1	-55.3*[30 µM]
CC(=O)[C@@H]1CC[C@]2(COS(=O)(=O)c3ccc(C)cc3)CC[C@]3(C)[C@H](CC[C@@H]4[C@@]5(C)CCCNC(C)(C)[C@@H]5CC[C@]43C)[C@@H]12	28.1
CN1C(=O)N(C)C2Nn3c(s/c(=C\c4cccs4)c3=O)=NC21 (stereo unspecified)	101.6
CO/C(=C\c1ccc(O)cc1)C(=O)N/C=C/c1cc(Br)c(O)c(Br)c1	55.5
C[C@]12C=CC(=O)C=C1CCC1C2[C@@H](O)C[C@@]2(C)C1CC[C@]2(O)C(=O)COC(=O)CCC(=O)O (stereo partly specified)	104.5
O=S(=O)(c1ncsc1-c1ccccc1)N1CCOCC1	105.1
Cn1ncc2cc(CN3CCO[C@H](COc4ccccc4)C3)ccc21	100.6
O=c1oc2cc(OS(=O)(=O)c3ccc(F)cc3)ccc2c2c1CCCCCC2	88.3
O=C(Nc1ccc(-n2ccc3c(NC(=O)c4ccccc4)nccc32)cc1)c1ccc(Cl)c(C(F)(F)F)c1	25.7
CSCCC(C(=O)O)N(CCC#N)CCC#N (stereo unspecified)	92.1
COc1ccc(CNC(=O)C2CSC3c4ccccc4C(=O)N23)cc1 (stereo unspecified)	97.3
CCCCCCCCCCCCCCCCCCNC(=S)N/N=C/c1ccc(O)c(OCC)c1	109.7
OC(COc1cccc2ccccc12)CN1CCN(c2ccccc2)CC1 (stereo unspecified)	90.9
COC1OC(CO)C(O)C(O)[CH]1[Hg][O]C(C)=O (stereo unspecified)	94.6
Cc1ccc(S(=O)(=O)N/N=C2\C(=N\NS(=O)(=O)c3ccc(C)cc3)C3c4ccccc4C2c2ccccc23)cc1	104.9
S=C(CSc1ccccc1)Nc1cccc2ccccc12	102.6
COc1cc(OC)cc(-c2n/c(=C\c3c(O)[nH]c4ccccc34)cc3c2=Nc2ccccc2-3)c1	92.6
Cc1cc2c(-c3ccc(NC(=O)[C@H](N)CC(C)(C)C)cc3C)ccnc2[nH]1	75.7
CC(=O)c1ccc(-n2c(-c3cc(-c4ccsc4)n[nH]3)n[nH]c2=S)cc1	111.7
O=C(c1ccccc1O)N1CCOCC1	104.6
Cc1cccc(CN2CCN(C(c3ccccc3)c3ccc(Cl)cc3)CC2)c1 (stereo unspecified)	74.1
NC(=S)N1N=C(c2ccccc2)CC1=O	126.5
O=c1n(CC2CO2)c(=O)n(CC2CO2)c(=O)n1CC1CO1 (stereo unspecified)	20.4
COc1ccc(-c2cnc3sc4ccc(Cl)cc4n23)cc1	84.6
Cc1ccc(-c2cc3nc(C(Cl)Cl)nc(C(C)(C)C)n3n2)cc1	35.2
Cc1ccc2ncn(C(=O)/C=C/c3ccccc3)c2c1	65.1
O=C1C(Cl)=C(Nc2cccc(C(F)(F)F)c2)C(=O)N1c1ccc(F)cc1	92.7
O=C(CSc1nc2ccccc2c(=O)n1CCc1ccccn1)NNC(=O)c1ccc(Cl)cc1	92.2
O=C1C(Br)=CC(Br)(Br)C=C1Br	64.6
O=C(Nc1ccc(C(F)(F)F)cc1)Nc1ncccc1OCc1ccc(F)cc1	77.1
(next part)
SMILES	HL-60(TB)
O=Cc1cn(S(=O)(=O)c2ccc(Cl)c(Cl)c2)c2ccccc12	104.2
COc1cc(-c2ccc(C)n2-c2ccc(-c3nc4ccc(F)cc4s3)cc2)cc(OC)c1OC	37.9
CC(C)c1ccc(C(Cc2ccccc2)NCCO)cc1 (stereo unspecified)	79.6
COc1cc(C2CC(=O)Nc3c2ncn3-c2ccc(Cl)cc2)cc(OC)c1OC (stereo unspecified)	105.0
CSc1nccc(-c2c(-c3ccc(F)c(OCc4ccccc4)c3)nc3sccn23)n1	81.6
COc1ccc(C(=O)c2cc(C(C)=O)c3c(C)cc(C)cn23)cc1	78.0
Cc1ccc(C(=O)CCCC(=O)c2ccc(C)cc2C)c(C)c1	81.8
O=S(=O)(Nc1ccc(C2CC2)cc1)c1ccc(-c2cnc(C3CC3)o2)cc1	38.9
COc1cc(/C=C/c2nnc(-c3cc(-c4ccccc4)n[nH]3)o2)cc(OC)c1OC	75.1
COc1cc(C=C2C(=O)NC(=S)NC2=O)cc(CN2CCCC2)c1O	108.4
CSc1nc(Cl)c(Br)c(Cl)n1	90.7
CCCCCCCCN(CCCCCCCC)CC(O)c1cc(-c2ccccc2)nc2ccc(OC)cc12 (stereo unspecified)	-28.4*
CCOC(=O)NC(=O)NC(=O)OCC	94.7
Clc1ccc(-c2nn(-c3ccccc3)c3nccc(-c4ccccc4)c23)cc1	92.2
O=C(CCCCCCNC(=O)c1csc(Br)n1)NO	5.2*
COc1cc2nc(N3CCN(C)CC3)nc(Nc3cc(C)[nH]n3)c2cc1OC	106.8
COc1ccc2c(c1)oc1c(C)c3c(c(C)c12)C(=O)N(CCOS(C)(=O)=O)C3=O	93.6
CC[S][Hg][Cl]	113.2
Cn1cc(C=O)c2nccnc21	107.4
c1ccc(NN(Cc2ccccn2)c2ccccc2)cc1	101.3

The closing six entries of the section above are carried over, then new ones follow:
SMILES	HL-60(TB)
O=C(CCCCCCNC(=O)c1csc(Br)n1)NO	5.2*
COc1cc2nc(N3CCN(C)CC3)nc(Nc3cc(C)[nH]n3)c2cc1OC	106.8
COc1ccc2c(c1)oc1c(C)c3c(c(C)c12)C(=O)N(CCOS(C)(=O)=O)C3=O	93.6
CC[S][Hg][Cl]	113.2
Cn1cc(C=O)c2nccnc21	107.4
c1ccc(NN(Cc2ccccn2)c2ccccc2)cc1	101.3
CCCS(=O)(=O)Oc1ccc(-c2ccc3occc3c2)cc1	94.9
O=C(N/N=C/c1ccc([N+](=O)[O-])s1)c1[nH]c2ccc(Br)cc2c1-c1ccccc1	-28.9*
CC(C)OCCCNc1nc2c(cnn2C)c(=O)[nH]1	105.4
C#CCn1cc(C(=O)c2cc(C)c(C)cc2O)cc(-c2ccc(OC)cc2)c1=O	98.3
CCCCN1CCC(=O)NC1=O	116.2
N#C/C(=C\c1ccc(-c2cc(Cl)ccc2Cl)o1)c1ccc(F)cc1	99.3
NCCOc1ncccc1/C=C1\c2ccccc2-c2ccc(F)cc21	-38.6*
COc1ccc(CNCCCNCc2ccc(OC)c(OC)c2)cc1OC	95.2
COc1cc(/C=C/c2cc(/C=C/c3ccc(O)c(OC)c3)n(C(=O)c3ccccc3Br)n2)ccc1O	-23.9*
O=C(NCCCCNC(=O)OCc1ccc2c(Cl)cc(Cl)c(O)c2n1)OCc1ccc2c(Cl)cc(Cl)c(O)c2n1	-49.2*
CCc1cc2n(n1)-c1ncc(C(F)(F)F)cc1Oc1ccccc1-2	96.0
CCn1cc(C(=O)O)c(=O)c2cc(F)c(N3CCN(CCC(=O)Nc4ccc(/C(C)=N/O)cc4)CC3)cc21	95.4
CN1CCCC(c2ccccc2)C1c1ccccc1 (stereo unspecified)	106.1
Nc1cc2c(cc1S(=O)(=O)O)C(=O)c1ccccc1C2=O	100.2
CC1=C2C(=C[C@@](C)(CO)[C@@H]2OC(=O)N(C)CCN(C)C(=O)OC(C)(C)C)C(=O)[C@](C)(O)C12CC2	46.1
CCCCCCCCCCCC(=O)Nc1ncnc2nc[nH]c12	99.3
Cc1c(C(=O)NCCc2ccc(N3CCCCC3)cc2)[nH]c2ccc(Cl)cc2c1=O	93.8
COC(=O)c1nc(=S)[nH]c(C(=O)OC)c1C(=O)c1ccc2ccccc2c1	121.7
Cn1c2ccc(Br)cc2c2c3c(c4c5cc(F)ccc5oc4c21)C(=O)NC3=O	102.5
O=c1c2cc(F)ccc2sc2c(NCCN3CCCCC3)nc3ccccc3c12	57.0
COc1ccc(/C=N/Nc2cc(=O)[nH]c3ccc(C)cc23)cc1	94.2
O=C(O)Cn1c(=S)sc2ccccc21	91.6
COc1ccc(-c2cn[nH]c2-c2ccc(OC)cc2O)cc1	59.6
C#CCN(Cc1ccccc1OC)Cc1ccccc1Sc1ccccc1	93.8
CNC(=O)c1cc(-c2ccc(NC(=S)Nc3cc(C(F)(F)F)cc(C(F)(F)F)c3)cc2)nc2cccnc12	121.3
CC(C)CC(CC1=CCC2CC1C2(C)C)C1=C(O)C(C)(C)C(=O)C(C)(C)C1=O (stereo unspecified)	-45.3*
C=C(C)C1CCC(C(=O)O)CC1 (stereo unspecified)	78.6
CCCCCCC(CC)(C(=O)O)C(=O)O	95.6
O=C(O)c1ccc(-n2cc(/C=N/Nc3ccc(Br)cc3)c(-c3cccc(C(F)(F)F)c3)n2)cc1	46.4
c1ccc2c(Cc3csc4ccccc34)csc2c1	72.0
COC(=O)C1=C(C)NC(C)=C(C(=O)OC)C1c1c(Cl)nc2sccn12	97.0
C[C@]12CC[C@@H]3c4ccc(O)c([N+](=O)[O-])c4CC[C@H]3[C@@H]1CC[C@@H]2NS(=O)(=O)c1cccc(Br)c1	-5.7*
Clc1ccc(SC/C=C/CSc2ccc(Cl)cc2)cc1	102.2
O=C(O)CCC(=O)/C=C/c1ccccc1O	86.0
O=C(CN1CCn2c(nnc2C(F)(F)F)C1)Nc1nc2ccccc2s1	99.2
Cn1c(=O)c2[nH]c(COc3ccccc3)nc2n(C)c1=O	89.1
CC(C)CN(C)/N=N/c1nc[nH]c1C(N)=O	52.0
CC(C)Oc1ccc2cc(-c3nn(CC4CCNCC4)c4ncnc(N)c34)ccc2c1	-56.6*!
CC(C)c1ccc2c(c1)CCC1C(C)(N=C=O)CCCC21C (stereo unspecified)	57.7
Cc1nn(-c2ccc(Cl)cc2)c(N)c1C1(O)C(=O)Nc2ccc(F)cc21 (stereo unspecified)	52.6

Four records picked at random from the list so far:
SMILES	HL-60(TB)
c1ccc2c(Cc3csc4ccccc34)csc2c1	72.0
CC(C)c1ccc2c(c1)CCC1C(C)(N=C=O)CCCC21C (stereo unspecified)	57.7
O=C(O)CCC(=O)/C=C/c1ccccc1O	86.0
O=C(O)c1ccc(-n2cc(/C=N/Nc3ccc(Br)cc3)c(-c3cccc(C(F)(F)F)c3)n2)cc1	46.4

Given as a markdown table: four of the compounds above.
| canonical_smiles | HL-60(TB) |
| --- | --- |
| Cc1cc(C(=O)CC(=O)C(F)(F)C(F)(F)C(F)(F)F)c(C)o1 | 114.1 |
| COc1ccc(/C=C2\C(=O)N(c3nc(-c4c(O)cc(C)oc4=O)cs3)N=C2C)cc1 | 96.9 |
| Cc1ccc2ncn(C(=O)/C=C/c3ccccc3)c2c1 | 65.1 |
| O=C(Nc1ccc(C(F)(F)F)cc1)Nc1ncccc1OCc1ccc(F)cc1 | 77.1 |

Remaining list, next part:
SMILES	HL-60(TB)
CN1C/C(=C\c2cc3ccccc3[nH]c2=O)C(=O)/C(=C/c2cc3ccccc3[nH]c2=O)C1	96.3
CCC1(C(C)C)NC(=O)NC1=O (stereo unspecified)	100.1
CN(C)c1nc(NCCNS(=O)(=O)c2ccc(C(=O)/C=C/c3ccc(F)cc3)cc2)nc(Nc2ccc(F)cc2)n1	-38.7*
CCc1ccnc(NCc2cn(-c3ccc(C(=O)O)cc3)nc2-c2ccc(C(=O)O)cc2)c1	100.8
Cc1coc(NS(=O)(=O)c2ccc(N=Nc3cc(N=Nc4ccccc4)c(N)nc3N)cc2)c1C	100.0
CC(C)C[C@@H]1c2c(O)c(C=O)c(O)c(C=O)c2O[C@@H](c2c(O)c(C=O)c(O)c(C=O)c2O)[C@H]1C(C)C	106.1
COc1ccc(Nc2nc(/N=C/C3=CN=CC3)n[nH]2)cc1	100.5

Screens: PubChem, NCI
